GSTO1 inh: blocks human GSTO1 in RBBP9 counter-screen | recombinant GSTO1, activity-based probe fluorescence polarization | 300,000 tested, 1.1% active | P78417 | inhibition, % at 5.96 µM;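 active means inhibition above the campaign mean inhibition plus 3 SD, cut at about 35% in these data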;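 further: 0% = GSTO1-1 with DMSO and 100% = wells lacking GSTO1-1 enzyme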
Bcl-xL primary: inhibitors of human Bcl-xL. 320,000 tested, 0.7% active. GST-Bcl-xL / FITC-Bim BH3 peptide fluorescence polarization. inhibition, % at 10.9 µM;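 active means inhibition above the mean of all tested compounds plus 3 SD, cutoff set per campaign, cut at about 30% in these data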;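 further: 0% = DMSO wells and 100% = unlabeled Bim-BH3 peptide competitor; inhibitors lower millipolarization by displacing the labeled peptide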
PAD4 FP inh: inhibitors of human PAD4; Q9UM07; recombinant PAD4, RCA probe fluorescence polarization; inhibition, % at 6.36 µM; 330,000 tested, 0.41% active;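 active means percent inhibition above a cutoff equal to the mean of all tested compounds plus 3 SD, cut at about 15% in these data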;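 further: 0% = PAD4 with RCA probe and DMSO and 100% = probe without PAD4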
Target sequence (Q9UM07 whole entry, looked up): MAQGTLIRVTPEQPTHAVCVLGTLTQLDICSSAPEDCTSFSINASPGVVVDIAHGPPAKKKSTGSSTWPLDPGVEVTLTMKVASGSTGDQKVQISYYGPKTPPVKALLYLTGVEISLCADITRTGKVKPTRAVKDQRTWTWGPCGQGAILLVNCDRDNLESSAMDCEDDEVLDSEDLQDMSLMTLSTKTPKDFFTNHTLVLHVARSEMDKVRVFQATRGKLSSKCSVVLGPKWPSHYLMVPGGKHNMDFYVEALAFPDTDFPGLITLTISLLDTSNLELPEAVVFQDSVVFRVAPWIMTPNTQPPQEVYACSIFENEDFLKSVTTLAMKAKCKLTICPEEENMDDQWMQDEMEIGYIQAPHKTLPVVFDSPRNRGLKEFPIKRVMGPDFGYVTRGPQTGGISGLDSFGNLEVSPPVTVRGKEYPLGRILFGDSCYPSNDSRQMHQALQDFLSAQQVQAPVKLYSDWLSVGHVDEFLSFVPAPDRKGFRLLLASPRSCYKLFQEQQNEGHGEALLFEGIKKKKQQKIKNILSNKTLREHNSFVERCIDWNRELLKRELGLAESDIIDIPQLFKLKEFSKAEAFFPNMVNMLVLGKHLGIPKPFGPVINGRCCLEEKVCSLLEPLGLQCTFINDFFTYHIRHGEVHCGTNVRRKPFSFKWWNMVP
Fam108B counter: blocks mouse Fam108B hydrolase in RBBP9 counter-screen; recombinant Fam108B, FP-Rh probe fluorescence polarization; 300,000 tested, 0.33% active; inhibition, % at 9.51 µM; AID 1947;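 active means inhibition above the screen mean inhibition plus 3 SD, computed separately per campaign, cut at about 18% in these data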;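 further: inhibitors lower polarization as less probe binds the enzyme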
GLD-1 TGE inh: GLD-1-TGE RNA interaction inhibition (C. elegans) | 320,000 tested, 0.44% active | Q17339 | inhibition, % at 5.96 µM | purified GLD-1 + fluorescein TGE RNA, fluorescence polarization | AID 2280;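 active means percent inhibition above a per-plate cutoff, the plate mean of test compounds plus 3 SD, cut at about 30% in these data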;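 further: 0% = DMSO wells with GLD-1 and probe and 100% = wells lacking GLD-1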
PME-1 primary: blocks human protein phosphatase methylesterase 1; inhibition, % at 5.9 µM; 320,000 tested, 0.53% active; recombinant PME-1, FP-Rh probe fluorescence polarization; Q9Y570;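 active means inhibition above the campaign mean of all compounds plus 3 SD, cut at about 26% in these data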;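 further: competitive labeling of PME-1 active site by serine hydrolase directed probe; 0% = PME-1 with DMSO and 100% = wells lacking PME-1 enzyme; inhibitors block probe labeling so polarization falls and inhibition rises; many of its hits are not listed in these tables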
MEX-5 binding: C. elegans MEX-5 TCR-2 RNA binding activity | Q9XUB2 | MEX-5/FITC-TCR2 RNA binding, fluorescence polarization; stronger effect = lower value | activity score (negative = inhibition of binding), % at 10 µM | 300,000 tested, 0.38% active | AID 1832;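 active means inhibition past about -25% in most replicates, and total fluorescence under double the plate's negative control median, limit read from the data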;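 further: 0% = DMSO and -100% = 5 µM competing unlabeled TCR2 RNA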
TPT1 inh: blocks Candida albicans tRNA 2'-phosphotransferase; AID 1962; inhibition, % at 5 µM; recombinant caTPT1, FP RNA substrate dephosphorylation; 300,000 tested, 0.81% active;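 active means inhibition above the mean of all tested compounds plus 3 SD, set per screening campaign, cut at about 24% in these data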;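 further: plate controls were DMSO alone for no effect and ferristatin control at 100 nM for full effect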
MCL1 BIM primary: inhibitors of human MCL1 binding to BIM-BH3 peptide; inhibition, % at 10.9 µM; AID 2057; GST-MCL1 / FITC-Bim-BH3 fluorescence polarization; 320,000 tested, 0.68% active; Q07820;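 active means inhibition above the mean inhibition of all tested compounds plus 3 SD, set per campaign, cut at about 40% in these data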;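 further: 0% = DMSO wells and 100% = unlabeled Bim-BH3 peptide control; higher means more loss of mP so more displacement of Bim peptide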
* hit, by the source's call. Not all compounds are listed; the hit share may differ from the screen's.

Sample of the layout:
(1) COc1ccc(S(=O)(=O)N2CCCCCC2)cc1
(2) CN(C)Cc1c(C(=O)N/N=C/c2ccc(OCc3ccc(F)cc3)cc2)nnn1-c1nonc1N
(3) O=C(COC(=O)c1ccccc1OCc1ccccc1Cl)NC1CC1
(4) CCCCC(=O)NC(c1ccc(N(CC)CC)cc1)c1ccc2cccnc2c1O (stereo not drawn)
(5) COc1ccc(-c2cc(C(=O)c3c(N)n(C)c(=O)n(C)c3=O)c3ccccc3n2)cc1
(6) Cc1nc(SCC(=O)c2ccccc2)[nH]c(=O)c1Oc1ccc(Cl)cc1
(7) COc1ccc(OCc2n[nH]c(=S)n2Cc2ccco2)cc1
(8) COc1ccc(S(=O)(=O)NCCN2CCOCC2)c2ccccc12
Screen / compound no.,1,2,3,4,5,6,7,8
PAD4 FP inh,2,-4,-1,-7,-1,21*,-2,2
GSTO1 inh,-3,1,1,-9,-10,-2,0,-1
GLD-1 TGE inh,-10,1,1,9,2,2,-5,-3
Bcl-xL primary,4,11,-2,9,8,8,-19,3
MEX-5 binding,0.7,-4.1,-2.3,-0.1,-0.2,1.7,-0.2,0.3
PME-1 primary,1,-1,10,-3,2,4,1,3
MCL1 BIM primary,2,0,-2,13,4,3,-10,7
TPT1 inh,-1,-2,2,-3,-6,2,1,-1
Fam108B counter,2,-2,2,-1,4,-1,-2,3

(9) CC(=O)N1CCc2cc(C(=O)CN3CCN(c4cccc(Cl)c4)CC3)ccc21
(10) C/C(=N\Nc1cc(C)nc(-c2ccccc2)n1)c1cccc([N+](=O)[O-])c1
(11) CSc1ccccc1OCc1cc(C(=O)NCCn2ccnc2C)no1
(12) N=C1/C(=C/c2ccc(OCc3ccccc3)cc2)C(=O)N=C2SC(CC(=O)N3CCOCC3)=NN12
Screen / compound no.,9,10,11,12
PAD4 FP inh,-3,4,0,-2
GSTO1 inh,-2,1,-1,-2
GLD-1 TGE inh,4,-2,1,2
Bcl-xL primary,3,8,0,5
MEX-5 binding,0.2,1.1,0.7,-2.7
PME-1 primary,0,-3,3,3
MCL1 BIM primary,6,5,-6,0
TPT1 inh,1,0,0,1
Fam108B counter,1,-8,-7,-2

The whole of this part, previewed entries included:
(1) COc1ccc(S(=O)(=O)N2CCCCCC2)cc1
(2) CN(C)Cc1c(C(=O)N/N=C/c2ccc(OCc3ccc(F)cc3)cc2)nnn1-c1nonc1N
(3) O=C(COC(=O)c1ccccc1OCc1ccccc1Cl)NC1CC1
(4) CCCCC(=O)NC(c1ccc(N(CC)CC)cc1)c1ccc2cccnc2c1O (stereo not drawn)
(5) COc1ccc(-c2cc(C(=O)c3c(N)n(C)c(=O)n(C)c3=O)c3ccccc3n2)cc1
(6) Cc1nc(SCC(=O)c2ccccc2)[nH]c(=O)c1Oc1ccc(Cl)cc1
Screen / compound no.,1,2,3,4,5,6
PAD4 FP inh,2,-4,-1,-7,-1,21*
GSTO1 inh,-3,1,1,-9,-10,-2
GLD-1 TGE inh,-10,1,1,9,2,2
Bcl-xL primary,4,11,-2,9,8,8
MEX-5 binding,0.7,-4.1,-2.3,-0.1,-0.2,1.7
PME-1 primary,1,-1,10,-3,2,4
MCL1 BIM primary,2,0,-2,13,4,3
TPT1 inh,-1,-2,2,-3,-6,2
Fam108B counter,2,-2,2,-1,4,-1

(7) COc1ccc(OCc2n[nH]c(=S)n2Cc2ccco2)cc1
(8) COc1ccc(S(=O)(=O)NCCN2CCOCC2)c2ccccc12
(9) CC(=O)N1CCc2cc(C(=O)CN3CCN(c4cccc(Cl)c4)CC3)ccc21
(10) C/C(=N\Nc1cc(C)nc(-c2ccccc2)n1)c1cccc([N+](=O)[O-])c1
(11) CSc1ccccc1OCc1cc(C(=O)NCCn2ccnc2C)no1
(12) N=C1/C(=C/c2ccc(OCc3ccccc3)cc2)C(=O)N=C2SC(CC(=O)N3CCOCC3)=NN12
Screen / compound no.,7,8,9,10,11,12
PAD4 FP inh,-2,2,-3,4,0,-2
GSTO1 inh,0,-1,-2,1,-1,-2
GLD-1 TGE inh,-5,-3,4,-2,1,2
Bcl-xL primary,-19,3,3,8,0,5
MEX-5 binding,-0.2,0.3,0.2,1.1,0.7,-2.7
PME-1 primary,1,3,0,-3,3,3
MCL1 BIM primary,-10,7,6,5,-6,0
TPT1 inh,1,-1,1,0,0,1
Fam108B counter,-2,3,1,-8,-7,-2

(13) Cc1ccccc1CS(=O)(=O)Cc1ccc(C(=O)N2CCOCC2)o1
(14) CCCC(=O)Nc1ccc2c(c1)C(=O)N(CCC(=O)O)C2=O
(15) CN(C(=O)OC(C)(C)C)c1ccc(-c2nc3ccccc3s2)cc1
(16) O=C1NC(=Nc2ccc(Cl)cc2)SC1Cc1cccc(Cl)c1Cl (stereo not drawn)
(17) CC(=O)C1=C(c2ccccc2)N(C(C)=O)n2c(C)nnc2S1
(18) CC1CCCCC1NC(=O)c1cn(C)c2ccc(S(=O)(=O)N3CCCC3)cc2c1=O (stereo not drawn)
Screen / compound no.,13,14,15,16,17,18
PAD4 FP inh,0,3,1,-6,68*,-3
GSTO1 inh,2,-2,-6,3,6,3
GLD-1 TGE inh,-9,0,-1,5,4,-1
Bcl-xL primary,-1,2,4,1,5,7
MEX-5 binding,0.2,2.5,-1.7,-1.0,-45*,-0.3
PME-1 primary,-1,-2,-2,3,0,4
MCL1 BIM primary,0,3,7,5,-5,5
TPT1 inh,-2,-4,-3,0,-1,-2
Fam108B counter,2,8,-8,-9,1,-1

(19) OC(CNC1Cc2ccccc2C1)COc1ccc(Cl)cc1 (stereo not drawn)
(20) Nc1ccc2nc(-c3ccccc3)[nH]c2c1
(21) COc1cccc2c1C(=O)CC2NC(=O)C(F)(F)F (stereo not drawn)
(22) O=C(COc1ccccc1)Nc1cccc(-c2nn[nH]n2)c1
(23) NC(=O)c1c(-c2cccs2)csc1N
(24) COc1cccc(N2CCN(C(=O)c3cc4c(OC)c(OC)c(OC)cc4[nH]3)CC2)c1
(25) Cc1ccc(NC(=O)CN(C)C(=O)Nc2ccc(C)cc2)cc1
(26) Cc1ccc(-c2nc(CS(=O)(=O)CC(=O)NC3CCC(C)CC3)c(C)o2)cc1 (stereo not drawn)
(27) Cc1ccc(CNC(=O)c2ccc(S(=O)(=O)Nc3c(C)n(C)n(-c4ccccc4)c3=O)cc2)cc1
Screen / compound no.,19,20,21,22,23,24,25,26,27
PAD4 FP inh,-3,-6,-2,4,-3,0,6,1,2
GSTO1 inh,4,-2,5,-6,1,-4,1,-5,16
GLD-1 TGE inh,-1,5,9,-5,9,-2,2,-1,1
Bcl-xL primary,5,5,6,0,16,2,2,2,5
MEX-5 binding,-2.1,-0.5,0.0,0.9,-3.0,-1.2,-0.3,-2.5,1.6
PME-1 primary,0,11,0,-12,1,-3,-5,4,-2
MCL1 BIM primary,-2,5,8,13,18,-5,8,-1,4
TPT1 inh,0,2,2,0,3,-1,0,2,0
Fam108B counter,0,3,2,2,0,-3,4,0,1

MEX-5 binding: hit marks shown above.
# | canonical_smiles | PAD4 FP inh | GLD-1 TGE inh | Bcl-xL primary | MEX-5 binding | PME-1 primary | MCL1 BIM primary | TPT1 inh
17 | CC(=O)C1=C(c2ccccc2)N(C(C)=O)n2c(C)nnc2S1 | 68* | 4 | 5 | -45* | 0 | -5 | -1
